Bim-Bfl-1 – human Bim-Bfl-1 interaction inhibition. Bead-based flow cytometry, Bim-Bfl-1 binding inhibition. 190,000 compounds, 0.12% hits. Q16548. inhibition, % at 10 µM;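 further: 0% = wells without compound plus tracer and 100% = blocker peptide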
ABCG2 block – human ABCG2 inhibition, ABCB1 as counter-screen. IgMXP3 cells, JC-1 efflux, flow cytometry. Q9UNQ0. inhibition, % at 6.6 µM. 190,000 compounds, 0.1% hits;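 active means inhibition above 80%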;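 further: 0% = DMSO and 100% = nicardipine control wells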
Target sequence (Q9UNQ0 whole entry, looked up): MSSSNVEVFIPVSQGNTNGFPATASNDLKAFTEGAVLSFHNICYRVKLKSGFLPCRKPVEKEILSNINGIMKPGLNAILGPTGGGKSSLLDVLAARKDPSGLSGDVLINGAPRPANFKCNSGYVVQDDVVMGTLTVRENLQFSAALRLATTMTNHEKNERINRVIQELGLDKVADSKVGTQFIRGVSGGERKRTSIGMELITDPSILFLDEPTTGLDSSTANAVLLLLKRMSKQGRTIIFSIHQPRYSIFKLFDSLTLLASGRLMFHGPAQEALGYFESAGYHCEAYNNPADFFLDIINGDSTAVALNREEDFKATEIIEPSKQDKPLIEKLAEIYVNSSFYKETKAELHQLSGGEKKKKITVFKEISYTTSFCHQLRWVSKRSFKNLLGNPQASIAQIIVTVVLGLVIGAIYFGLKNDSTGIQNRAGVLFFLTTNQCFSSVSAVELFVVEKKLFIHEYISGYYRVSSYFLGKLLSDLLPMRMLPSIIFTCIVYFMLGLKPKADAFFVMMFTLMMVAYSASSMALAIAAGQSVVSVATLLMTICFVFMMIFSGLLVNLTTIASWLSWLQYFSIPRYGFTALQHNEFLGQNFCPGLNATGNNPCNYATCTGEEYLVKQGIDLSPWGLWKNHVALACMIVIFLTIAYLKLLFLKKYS
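Test system: IgMXP3 cells (ABCG2) mixed with DDAO far-red-labelled CCRF-Adr cells (ABCB1). Reagent: JC-1 transporter substrate. Compound dosing: single test compound dose, 6.6 µM final. Times: 10 min compound exposure, 25 °C. Detection: flow cytometry of retained JC-1 fluorescence. Read-out basis: efflux inhibition in percent versus controls. Controls: nicardipine and DMSO wells.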
Bim-Bcl-W – disrupts Bim peptide binding to human Bcl-W. Q92843. bead-based flow cytometry. inhibition, % at 10 µM. 190,000 compounds, 0.02% hits. AID 952;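 further: 0% = bound tracer without compound and 100% = peptide blocker; higher means less fluorescent Bim peptide bound to Bcl-W beads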
RGS7-Gao – regulators of human RGS7-Galphao interaction; P09471; Multiplexed bead flow cytometry, RGS7-Galphao binding; actives lie on both sides; binding response (% of control), % at 10 µM; 220,000 compounds, 0.35% hits; AID 1439; in the data active means binding response below about 49% or above about 150%; inconclusive means no clear call, values can overlap the other calls; inactive means in between;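 further: fluorescent Galphao held in activated GDP-AlF4 state binding bead-coupled RGS7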
RGS4-Gao reg – modulates binding of RGS4 to human Galphao; P09471; binding response (% of control), % at 10 µM; AID 1415; Multiplexed bead flow cytometry; actives lie on both sides; 220,000 compounds, 0.33% hits; in the data active means binding response below about 49% or above about 150%; inactive means in between;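 further: fluorescent Galphao activated with aluminum fluoride binding bead-coupled RGS4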
Avidin bead fluor – compound fluoresces at 488/530 nm on avidin beads; fluorescence (KMESF) at 10 µM; 220,000 compounds, 0.38% hits; compound fluorescence 488/530 nm, flow cytometry; stronger effect = higher value; AID 1775; in the data active means fluorescence above about 47; further: inactives centre near 10
Bcl-B Bim block – disrupts Bim peptide binding to human Bcl-B | 190,000 compounds, 0.073% hits | inhibition, % at 10 µM | bead-based flow cytometry | Q9HD36;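 further: 0% = tracer peptide without compound and 100% = reference inhibitor peptide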
Target sequence (Q9HD36 whole entry, looked up): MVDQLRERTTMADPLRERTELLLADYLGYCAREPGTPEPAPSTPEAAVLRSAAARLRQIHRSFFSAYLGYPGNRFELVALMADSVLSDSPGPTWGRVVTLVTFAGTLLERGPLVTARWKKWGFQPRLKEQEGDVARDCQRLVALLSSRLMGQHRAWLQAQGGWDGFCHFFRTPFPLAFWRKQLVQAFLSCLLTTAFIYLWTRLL
Bcl-2 Bim block – disrupts Bim peptide binding to human Bcl-2; inhibition, % at 10 µM; 190,000 compounds, 0.06% hits; Bead-based flow cytometry, Bim peptide-Bcl-2 binding; in the data active means inhibition above about 40%; inconclusive means no clear call, values can overlap the other calls;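 further: 0% = no compound wells with probe peptide and 100% = reference peptide inhibitor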
Target sequence (P10415 whole entry, looked up): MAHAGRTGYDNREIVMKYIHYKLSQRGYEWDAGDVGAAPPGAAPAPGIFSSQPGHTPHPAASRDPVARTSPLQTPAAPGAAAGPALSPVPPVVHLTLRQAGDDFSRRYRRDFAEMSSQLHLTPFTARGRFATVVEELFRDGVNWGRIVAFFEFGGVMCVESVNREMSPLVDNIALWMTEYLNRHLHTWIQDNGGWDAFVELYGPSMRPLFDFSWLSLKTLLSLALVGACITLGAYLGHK
ABCB1 block – inhibitors of human ABCB1 transporter, ABCG2 counter-screen; inhibition, % at 6.6 µM; CCRF-Adr cells, JC-1 efflux, flow cytometry; P08183; 190,000 compounds, 0.067% hits; in the data active means inhibition above about 40%;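 further: 0% = vehicle and 100% = reference inhibitor; higher value means more JC-1 retained so stronger ABCB1 efflux block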
GSH bead fluor – GSH bead compound fluorescence profile; fluorescence (KMESF) at 10 µM; AID 1776; GSH beads flow cytometry, compound fluorescence 488/530 nm; stronger effect = higher value; 190,000 compounds, 0.25% hits; in the data active means fluorescence above about 89;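 further: glutathione beads carrying GST-tagged Bcl family fusion proteins plus one bare bead set; values are compound well signal with DMSO vehicle wells as background; inactives centre near 16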
Bcl-XL Bim block – human Bim-Bcl-XL interaction inhibition; Q07817; Bim peptide-Bcl-XL binding, bead flow cytometry, fluorescence; inhibition, % at 10 µM; 190,000 compounds, 0.04% hits; AID 1007
An asterisk follows results filed as active; ? = inconclusive; . = not tested or not shown. Unless noted, no stated cut-off is given here; in the data, active means inhibition above about 40%.

SMILES	Bim-Bfl-1	ABCG2 block	Bim-Bcl-W	RGS7-Gao	RGS4-Gao reg	Avidin bead fluor	Bcl-B Bim block	Bcl-2 Bim block	ABCB1 block	GSH bead fluor	Bcl-XL Bim block
CCNC(=S)N1CCn2cccc2C1c1cccnc1 (stereo unspecified)	-6	1	-3	98	101	11	-3	-2	0.1	14	0
O=C(c1ccc2c(c1)ncn2C1CCCCCC1)N1CCC2(CC1)OCCO2	2	13	7	103	97	9	2	1	0.9	33	2
COc1ccc2[nH]cc(CCN(C)C)c2c1	-3	0	0	?	101	10	-1	-2	0.7	17	-2
O=C1NC(=S)N(c2ccc(F)cc2)C(=O)/C1=C\c1ccoc1	2	-4	-3	81	82	8	-3	0	-1.2	11	-3
COc1ccccc1OCC(=O)N1CCN(Cc2ccc3c(c2)OCO3)CC1	-9	9	-4	101	103	12	-6	-3	0.7	12	-5
CCCCn1c(=O)c(C(=O)Nc2ccccc2)c(O)c2ccccc21	-7	0	-3	98	101	9	-6	-7	-0.2	23	-2
C=CCn1c(O)c(/C=C/C=Nc2ccccc2)c(=O)[nH]c1=O	2	22	1	98	98	15	8	2	3.2	9	0
CC/C(=N\Nc1cccc2ccccc12)c1c(O)[nH]c(=O)[nH]c1=O	1	47	0	102	102	25	-6	2	-0.1	9	-4
CCOc1cc(C2C(C#N)=C(N)Oc3c2c(=O)oc2ccccc32)ccc1OC(=O)c1cccs1 (stereo unspecified)	-10	-8	-3	100	94	16	-6	-7	1.7	16	-7
OC(Cn1c2ccccc2c2ccccc21)C[n+]1ccccc1 (stereo unspecified)	-2	3	-2	99	95	31	-1	-1	0.5	8	-1
Cc1ccn2nc(S(=O)(=O)Nc3c(F)cccc3F)nc2n1	-1	4	-4	98	100	2	-7	-3	0.7	6	-5
CCN1CCN(Cc2ccc(C)cc2)CC1	-10	0	5	100	99	6	-5	-2	0.1	7	-8
OC(c1ccncc1)(c1ccc(F)cc1)c1ccc(F)cc1	-3	4	-4	105	102	11	-2	-3	0.5	13	-4
O=C1N(CN2CCOCC2)c2ccccc2C1(O)c1c[nH]c2ccccc12 (stereo unspecified)	-3	2	-2	96	97	13	-3	-2	0.5	16	-2
C=CCn1c(O)c(C(C)=NCc2ccco2)c(=O)[nH]c1=O	-13	18	-3	100	97	35	-6	-5	0.7	26	-4
CC(C)(C)P(=O)(NCc1ccccc1)c1ccccc1 (stereo unspecified)	-5	0	-1	101	103	8	-2	-3	1.8	14	-1
CC(C)OC(=O)C1C(=O)NC2(C)CC1c1ccccc1O2 (stereo unspecified)	-11	2	-1	104	105	8	-7	-9	0.5	12	-4
Cc1onc(-c2ccccc2)c1C(=O)N1CCC2(CC1)OCCO2	-5	1	-1	104	103	18	-3	-1	0.5	22	-4
N#CCCn1cc(C(=O)Nc2ccccc2Cl)c(-c2ccc([N+](=O)[O-])cc2)n1	1	4	1	101	95	2	-4	-1	0.7	6	-3
Cc1cc(C)c(C2=NOC(O)(C(F)(F)F)C2)c(=O)[nH]1 (stereo unspecified)	-3	3	-1	100	104	13	-1	2	0.2	65	0
CC/C(=C\C=C\[C@@H]1C=C[C@@H]2CCC[C@H]2[C@@H]1C(=O)c1ccc[nH]1)[C@@H]1O[C@@H]([C@@H](C)C(=O)O)CC[C@@H]1C	1	2	-5	94	92	4	-3	0	-0.1	14	-11
COc1ccc(Cc2nccc3cc(OC)c(OC)cc23)cc1OC	0	9	-2	103	103	10	0	0	1.1	21	-1
CCCC/C(C)=C/[C@@H](NP(=O)(c1ccccc1)c1ccccc1)c1ccccc1	-1	7	-2	102	103	10	-4	0	1.2	17	-4
O=[N+]([O-])c1ccc(N2CCNCC2)cc1Sc1ccccn1	-1	14	-5	98	99	3	-2	-3	2.6	5	-5
N=C1c2ccccc2CN1NC(=O)c1ccccc1	-2	4	-3	96	100	4	-3	-1	0.8	9	-4
More entries
SMILES	Bim-Bfl-1	ABCG2 block	Bim-Bcl-W	RGS7-Gao	RGS4-Gao reg	Avidin bead fluor	Bcl-B Bim block	Bcl-2 Bim block	ABCB1 block	GSH bead fluor	Bcl-XL Bim block
NCCc1nc2ccccc2s1	-3	0	-3	102	101	23	-3	0	-0.1	15	-3
CCOc1cccc(N2C(=O)CC(=O)NC2=O)c1	-8	-1	1	99	102	14	-6	-5	-0.5	30	-5
CCN(CC)S(=O)(=O)c1ccc(NN=C(C#N)C#N)cc1	27	36	25	95	96	11	29	15	1.3	11	36
CC(C)CC12CN3CCN(CC(C3)C1O)C2 (stereo unspecified)	-5	1	-3	97	89	10	-4	-8	0.4	7	-7
COc1ccc(Cn2c(N)c(C(=O)NCc3ccco3)c3nc4ccccc4nc32)cc1OC	4	-2	4	103	100	8	-4	4	0.2	36	5
CCN(CC)CCCNC(=O)c1c(O)c2ccccc2n(Cc2ccccc2)c1=O	-17	47	-3	103	103	40	-9	-12	14	27	-8
Cc1cc(/C=C2/C(=O)NC(=O)N(Cc3ccco3)C2=O)c(C)n1-c1ccc(C(=O)O)cc1	0	0	0	93	94	20	-1	1	0.0	9	-2
CSc1ncc(/C=C2/C(=O)NC(=O)N(c3ccc(C)cc3)C2=O)cn1	3	2	3	88	98	6	-1	1	0.1	19	1
Cc1cc(C)[n+](C2C3CC4CC(C3)CC2C4)o1 (stereo unspecified)	-4	-2	-5	93	96	13	-6	-5	-0.1	15	-7
O=C(CN1C(=O)CN=C(c2ccccc2Cl)c2cc(Cl)ccc21)NCc1ccco1	-1	1	1	96	99	36	-1	-1	0.6	14	-1
Cc1nn(CC(C)C)c(Cl)c1C(=O)O	-8	3	0	?	100	12	-6	-4	2.6	14	-3
CC(C)N1C(=O)NC(=O)C2(Cc3cc([N+](=O)[O-])ccc3N(C)C2c2ccccc2)C1=O (stereo unspecified)	-17	-1	-9	96	100	15	-12	-10	0.1	21	-12
COc1ccccc1-n1c(O)c(C=Nc2c(C)n(C)n(-c3ccccc3)c2=O)c(=O)[nH]c1=O	-11	-1	2	102	99	8	-4	-4	-0.4	261*	-3
Cc1ccccc1CN1CCN(Cc2ccccc2)CC1	-8	3	-2	99	104	12	-2	-10	1.1	12	-1
O=c1c2ccccc2nc(CSc2ncnc3nc[nH]c23)n1-c1ccc(Cl)c(Cl)c1	-9	0	2	103	100	7	-4	-8	0.5	9	-3
COc1ccc(-c2nc3ccccc3c(=O)n2-c2nccs2)cc1	0	1	-3	101	101	5	-9	-6	0.3	67	5
CC(=NC1CCN(Cc2ccccc2)CC1)c1c(O)n(C)c(=O)n(C)c1=O	-17	2	0	93	91	8	-10	-13	0.2	52	2
CC(C)CN1CCN(Cc2cccc3c2OCO3)CC1CCO (stereo unspecified)	-6	4	0	?	102	11	-3	-6	2.1	12	-1
C#CCN(C)C(C)Cc1ccccc1 (stereo unspecified)	3	2	4	94	94	7	5	2	0.5	20	0
CC(=O)N1CN2CN(C(C)=O)CC(C(=O)c3ccc(Br)cc3)(C2)C1	0	1	-1	98	96	35	-4	0	0.4	14	-1
CCC(C(=O)N1CCC2(CC1)OCCO2)c1ccccc1 (stereo unspecified)	-21	1	-3	99	98	27	-6	-10	-0.2	23	-7
CCCc1nc2ccccc2c(=O)n1-c1cccc(OC)c1	-2	11	-3	103	100	7	-3	-5	2.4	19	-2
Cc1ccc(N2Cc3ccccc3C2=N)cc1[N+](=O)[O-]	-5	0	-1	101	102	20	-3	-5	-0.1	8	-3
CN1C(=O)C(=Cc2ccccc2OCc2ccc(Cl)cc2)C(=O)N(C)C1=O	11	-8	-1	102	98	24	-1	4	-1.0	4	-4
COc1ccc(OC)c2c1CCC1NCCOC21 (stereo unspecified)	1	-1	-3	100	101	8	-3	0	.	13	-5
(continued)
SMILES	Bim-Bfl-1	ABCG2 block	Bim-Bcl-W	RGS7-Gao	RGS4-Gao reg	Avidin bead fluor	Bcl-B Bim block	Bcl-2 Bim block	ABCB1 block	GSH bead fluor	Bcl-XL Bim block
CN1CCN(c2cc(N3CCCCCC3)c(F)cc2[N+](=O)[O-])CC1	-3	11	-5	101	102	14	-7	-5	1.7	2	-7
CCOC(=O)c1c(NS(=O)(=O)c2ccccc2)n(CCCOC)c2nc3ccccc3nc12	1	2	-3	100	101	3	-1	1	0.2	6	-1
CN1C(=O)C(=Cc2ccc(Sc3ccccc3)o2)C(=O)N(C)C1=O	5	-5	3	79	89	4	4	5	-0.2	13	-1
O=C1CN=C(c2ccccc2)c2cc(Br)ccc2N1Cc1cc(=O)n2ccccc2n1	.	4	.	107	106	23	.	?	11	184*	.
CN1CC=C(c2c[nH]c3ccccc23)CC1	-9	-2	4	93	96	7	-5	-8	-1.0	20	-3
NCC(O)c1ccc(O)cc1 (stereo unspecified)	5	2	0	102	104	7	1	1	0.2	20	1
COc1ccc(S(=O)(=O)NCc2ccc(C(=O)N3CCC4(CC3)OCCO4)cc2)cc1	0	1	2	101	110	14	3	0	0.3	14	0
O=C(Cc1ccccc1)Oc1ccc(N2C(=O)CCC2=O)cc1	-12	0	0	90	91	6	-2	-3	0.0	25	-1
CCCCNC(=O)c1c(N)n(Cc2ccc3c(c2)OCO3)c2nc3ccccc3nc12	-18	11	-2	105	100	27	-17	-8	1.5	20	-1
COC(=O)C1=C(N)Oc2c(c(=O)oc3ccccc23)[C@]12C(=O)N(C)c1ccccc12	0	1	-1	100	104	17	0	0	3.2	7	-2
CCS(=O)(=O)N1CCCC(C(=O)N2CCC3(CC2)OCCO3)C1 (stereo unspecified)	-10	4	0	99	101	11	-4	-5	0.7	14	-4
CSc1ccccc1C(=O)C1CCCN(Cc2cccc(C)n2)C1 (stereo unspecified)	-1	-1	-1	100	100	15	-5	0	0.3	16	-2
Cc1ccc(O)c(CN2CCN(c3ccccc3)CC2)c1	0	4	-4	98	102	7	-4	-4	0.8	14	-2
CCOP(=O)(OCC)C(NS(=O)(=O)c1ccccc1)C(Cl)(Cl)Cl (stereo unspecified)	-5	8	-1	96	101	14	-3	-2	0.7	12	-5
COc1ccc2nc3oc(C(=O)N4CCC5(CC4)OCCO5)cc3cc2c1	-3	4	0	97	100	21	-1	0	1.1	9	-1
C=CCN1C(=O)c2ccccc2Sc2ccc(C(=O)N3CCC4(CC3)OCCO4)cc21	-2	1	-1	102	99	33	-2	-3	1.1	17	0
COc1ccc(OC)c(C2=NOC(C(=O)N3CCC4(CC3)OCCO4)C2)c1 (stereo unspecified)	-6	1	0	103	102	17	-5	-5	0.4	22	-4

An excerpt of these results, as a markdown table:
| smiles | Bim-Bfl-1 | ABCG2 block | Bim-Bcl-W | RGS7-Gao | RGS4-Gao reg | Avidin bead fluor | Bcl-B Bim block | Bcl-2 Bim block | ABCB1 block | GSH bead fluor | Bcl-XL Bim block |
| --- | --- | --- | --- | --- | --- | --- | --- | --- | --- | --- | --- |
| C=CCN1C(=O)c2ccccc2Sc2ccc(C(=O)N3CCC4(CC3)OCCO4)cc21 | -2 | 1 | -1 | 102 | 99 | 33 | -2 | -3 | 1.1 | 17 | 0 |
| COc1ccc(S(=O)(=O)NCc2ccc(C(=O)N3CCC4(CC3)OCCO4)cc2)cc1 | 0 | 1 | 2 | 101 | 110 | 14 | 3 | 0 | 0.3 | 14 | 0 |

A portion of the library. The share of hits here may be higher or lower than overall.
